Compound activity from PubChem BioAssay.
MEX-5 binding = C. elegans MEX-5 TCR-2 RNA binding activity; AID 1832; MEX-5/FITC-TCR2 RNA binding, fluorescence polarization; stronger effect = lower value; activity score (negative = inhibition of binding), % at 10 µM; Q9XUB2; 300,000 compounds, 0.38% hits;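 active = inhibition past about -25% in most replicates, and total fluorescence under double the plate's negative control median, limit read from the data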;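 note: 0% = DMSO and -100% = 5 µM competing unlabeled TCR2 RNA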
Target sequence (Q9XUB2 whole entry, looked up): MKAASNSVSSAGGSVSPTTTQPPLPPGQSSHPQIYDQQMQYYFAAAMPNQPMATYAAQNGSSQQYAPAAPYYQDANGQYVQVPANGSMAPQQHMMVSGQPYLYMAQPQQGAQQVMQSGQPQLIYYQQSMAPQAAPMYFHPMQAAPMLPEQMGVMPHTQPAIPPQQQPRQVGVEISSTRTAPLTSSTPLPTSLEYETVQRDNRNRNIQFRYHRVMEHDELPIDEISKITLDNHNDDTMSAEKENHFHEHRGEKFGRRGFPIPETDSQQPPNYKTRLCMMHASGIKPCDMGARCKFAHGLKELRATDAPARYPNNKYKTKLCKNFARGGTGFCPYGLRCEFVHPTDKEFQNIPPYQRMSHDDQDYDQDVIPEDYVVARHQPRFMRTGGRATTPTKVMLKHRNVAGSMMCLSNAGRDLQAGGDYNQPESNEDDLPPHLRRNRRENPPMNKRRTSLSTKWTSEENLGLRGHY
* hit, by the source's call. Some of the compounds tested. The share of hits here may be higher or lower than overall.

No.	MEX-5 binding	mol
1	0.1	COc1ccccc1N1CCN(Cc2cnc3ccc(Cl)cn23)CC1
2	-2.7	COc1cc(C(=O)N/N=C/c2sccc2C)cc(OC)c1OC
3	1.2	CCOc1ccccc1NC(=O)Cn1nnc(C(=O)Nc2ccccc2Cl)c1N
4	-0.8	COc1ccc(OC)c(NS(=O)(=O)c2cc3c4c(c2)CCN4C(=O)CC3)c1
5	-0.6	CC1=NOC(=O)/C1=C\c1ccc(-c2ccc(Cl)c(C(=O)O)c2)o1
6	-4.6	O=C(CNC(=O)c1ccc(-c2ccccc2)cc1)OCc1ccc(Br)cc1
7	0.2	Cc1ccc(OCCSc2ncccn2)c(C)c1
8	-0.1	CN(C)/C=N/c1ncnc2c1cnn2-c1ccc(C(F)(F)F)cn1
9	1.2	CC1(C)Cc2c(ccc3ccccc23)C2=C(C(=O)N3CCCC3)C(=O)C(=O)N21
10	0.6	CCN1CCN(c2ccc(NC(=O)c3ccc([N+](=O)[O-])o3)cc2Cl)CC1
11	-0.7	Cc1ccccc1NC(=O)c1ccc(NC(=O)C2CC(=O)OC23CCCCC3)cc1 (stereo not drawn)
12	1.4	COc1ccc(CCN(C(=O)c2ccccc2)C2=CC3CCC(C2)N3C)cc1OC (stereo not drawn)
13	-1.9	COc1ccc(NC(=O)NC2(C)CCS(=O)(=O)C2)cc1 (stereo not drawn)
14	-1.2	COc1ccc(CCNC(=O)C2CCCN(c3nn4c(=O)cc(C)nc4s3)C2)cc1OC (stereo not drawn)
15	0.4	CC(=O)n1nc(-c2ccc(C)cc2)nc1NCc1ccc(F)cc1
16	-1.3	CS(=O)(=O)c1ccc(C(=O)OCc2nnc(-c3ccccc3)o2)cc1[N+](=O)[O-]
17	-1.9	COC(=O)c1c(NC(=O)c2c(C)noc2C)sc2c1CCCCCC2
18	0.4	Cc1ccccc1OCC(=O)Nc1cccc(C(=O)O)c1
19	2.0	Cc1[nH]c2ccccc2c1/C=N/Nc1ccccn1
20	-2.1	C=CCn1c(SCC(=O)Nc2ccccc2OC)nnc1-c1ccco1
21	0.6	CC1CCN(c2nc3c(c(=O)[nH]c(=O)n3C)n2CCSc2nc3ccccc3o2)CC1
22	-1.0	CC1=CC(=O)C=C(C)C1=NOS(=O)(=O)c1ccccc1
23	1.0	Cc1ccc(/C=N/NC(=O)c2ccc(OC3CCCC3)cc2)o1
24	-1.5	CCOc1ccc2c(c1)n([O-])c1c([n+]2=O)CCCC1
25	11.8	CC1CCC(NC(=O)CN2C(=O)C3CCCN3c3ncc(Cl)cc32)CC1 (stereo not drawn)

Arranged by formula weight (high to low): 22 of the compounds above.
No.	MEX-5 binding	mol
14	-1.2	COc1ccc(CCNC(=O)C2CCCN(c3nn4c(=O)cc(C)nc4s3)C2)cc1OC (stereo not drawn)
21	0.6	CC1CCN(c2nc3c(c(=O)[nH]c(=O)n3C)n2CCSc2nc3ccccc3o2)CC1
6	-4.6	O=C(CNC(=O)c1ccc(-c2ccccc2)cc1)OCc1ccc(Br)cc1
3	1.2	CCOc1ccccc1NC(=O)Cn1nnc(C(=O)Nc2ccccc2Cl)c1N
12	1.4	COc1ccc(CCN(C(=O)c2ccccc2)C2=CC3CCC(C2)N3C)cc1OC (stereo not drawn)
11	-0.7	Cc1ccccc1NC(=O)c1ccc(NC(=O)C2CC(=O)OC23CCCCC3)cc1 (stereo not drawn)
4	-0.8	COc1ccc(OC)c(NS(=O)(=O)c2cc3c4c(c2)CCN4C(=O)CC3)c1
10	0.6	CCN1CCN(c2ccc(NC(=O)c3ccc([N+](=O)[O-])o3)cc2Cl)CC1
25	11.8	CC1CCC(NC(=O)CN2C(=O)C3CCCN3c3ncc(Cl)cc32)CC1 (stereo not drawn)
9	1.2	CC1(C)Cc2c(ccc3ccccc23)C2=C(C(=O)N3CCCC3)C(=O)C(=O)N21
20	-2.1	C=CCn1c(SCC(=O)Nc2ccccc2OC)nnc1-c1ccco1
17	-1.9	COC(=O)c1c(NC(=O)c2c(C)noc2C)sc2c1CCCCCC2
1	0.1	COc1ccccc1N1CCN(Cc2cnc3ccc(Cl)cn23)CC1
8	-0.1	CN(C)/C=N/c1ncnc2c1cnn2-c1ccc(C(F)(F)F)cn1
2	-2.7	COc1cc(C(=O)N/N=C/c2sccc2C)cc(OC)c1OC
5	-0.6	CC1=NOC(=O)/C1=C\c1ccc(-c2ccc(Cl)c(C(=O)O)c2)o1
15	0.4	CC(=O)n1nc(-c2ccc(C)cc2)nc1NCc1ccc(F)cc1
23	1.0	Cc1ccc(/C=N/NC(=O)c2ccc(OC3CCCC3)cc2)o1
13	-1.9	COc1ccc(NC(=O)NC2(C)CCS(=O)(=O)C2)cc1 (stereo not drawn)
22	-1.0	CC1=CC(=O)C=C(C)C1=NOS(=O)(=O)c1ccccc1
18	0.4	Cc1ccccc1OCC(=O)Nc1cccc(C(=O)O)c1
7	0.2	Cc1ccc(OCCSc2ncccn2)c(C)c1

The results go on:
No.	MEX-5 binding	mol
26	0.7	O=C(NCCc1ccc(F)cc1)c1cc(-c2ccncc2)nc2ccccc12
27	-1.0	Cc1cc(C)n(-c2nc3sc4c(c3c3nnc(SCC(N)=O)n23)CC(C)(C)OC4)n1
28	0.0	O=C(NCCc1cccnc1)C1CCC(=O)N(Cc2ccc(Cl)cc2)C1 (stereo not drawn)
29	-1.3	Cc1ccc(-c2nn(C)c(=O)c3ccccc23)cc1CNC(=O)Cn1nc(-c2ccccc2)c2ccccc2c1=O
30	-2.5	CC1(C)CC(=O)C(C=NCCN2CCN(C(=O)NC34CC5CC(CC(C5)C3)C4)CC2)=C(O)C1
31	-7.4	CC(C)(C)c1ccc(OCC(=O)Nc2ccc3c4c(cccc24)C(=O)NC3=O)cc1
32	-1.7	CC(C)n1c(SCCCc2ccccc2)nc2c1c(=O)[nH]c(=O)n2C
33	3.9	CN1CCN(CCCNC(=O)c2ccc(/C=C3\Sc4ccccc4N(Cc4ccc(F)cc4)C3=O)cc2)CC1
34	1.2	CCN(Cc1ccccc1)S(=O)(=O)c1cc2c3c(c1)CCN3C(=O)CC2
35	3.3	COC(C[C@@H](O)[C@H](C)[C@H](O)COCc1ccccc1)OC
36	-1.4	COC(=O)c1[nH]c2ccc(F)cc2c1NC(=O)CCN1CCN(C(=O)c2ccco2)CC1
37	-1.3	CC(=O)N/C(=N/c1nc(C)cc(C)n1)Nc1ccc(C)cc1Cl
38	-3.9	COc1ccccc1OCC(=O)Nc1nnc(-c2ccco2)s1
39	0.1	O=C1C=C(NCc2ccccc2)c2ccccc2C1=O
40	0.6	CCc1ccccc1N(C(=O)c1snc(C(N)=O)c1N)C(C(=O)NCC1CCCO1)c1ccc(N(C)C)cc1 (stereo not drawn)
41	-1.7	C=C(C)CC(NCCc1ccccc1)c1ccco1 (stereo not drawn)
42	2.1	Cc1ccc(S(=O)(=O)N(C)C)cc1NC(=S)NC12CC3CC(CC(C3)C1)C2
43	-0.2	CCOC(=O)c1ccc(N=c2ssnc2Cl)cc1
44	-1.6	CN(C)c1ccc(/C=c2\sc3nc(-c4ccccc4)nn3c2=O)cc1
45	1.7	Cc1cc(C(=O)CSc2nc3ccccc3c(=O)n2C)c(C)n1CC1CCCO1 (stereo not drawn)
46	1.7	CCN(CC)CCN(C(=O)Cn1nnc(-c2ccc(C)o2)n1)C(C(=O)NC1CCCC1)c1ccc(F)cc1 (stereo not drawn)
47	-4.5	O=c1[nH]c(=S)[nH]c(O)c1N=Nc1ccc(-c2ccccc2)cc1[N+](=O)[O-]
48	-1.1	NS(=O)(=O)c1ccc(CCNC(=O)c2cc(-c3cccs3)nc3ccccc23)cc1
49	0.6	Cc1ccc(NC(=O)Nc2ccon2)cc1
50	-0.9	CCOC(=O)N1CCN(c2ncnc3c2cnn3-c2ccc(OC)cc2)CC1
51	-6.6	CCN1C(=O)/C(=C\c2ccc(-c3ccc([N+](=O)[O-])cc3OC)o2)SC1=Nc1cccc(C(=O)O)c1
52	-1.4	O=C(/C=C/c1cccs1)Nc1scc(-c2ccccc2)c1C(=O)O
53	-2.1	CCCc1ccc2oc(C(=O)NCCN3CCCC(O)C3)c(C)c2c1 (stereo not drawn)
54	1.5	CCC(=O)Nc1nc(C)c(-c2csc(Nc3ccc(C(=O)O)cc3)n2)s1
55	2.9	CCNc1nc(NCC)n2c(SCC(=O)Nc3ccc(OC(F)F)cc3)nnc2n1
56	0.3	CNC(=O)c1sc(NCc2ccccc2OC)nc1C
57	0.9	Cc1ccc(Oc2ccc(C(=O)NCc3ccncc3)cc2)cc1
58	-2.1	CC(=O)c1cccc(NC(=O)Nc2cnn(Cc3ccc(F)cc3)c2)c1
59	-2.9	Cc1ccc2oc(Nc3nc(-c4ccccc4)cc(=O)[nH]3)nc2c1
60	-2.9	NS(=O)(=O)c1ccc(-c2ccc(/C=C3\C(=O)Nc4cc(Cl)ccc43)o2)cc1
61	1.4	CCCNC(=O)c1nnsc1S(=O)c1ccc(Cl)cc1 (stereo not drawn)
62	0.4	COc1cc(/C=N/NC(=O)c2c(-c3c(Cl)cccc3Cl)noc2C)ccc1OCC(N)=O
63	-2.0	O=C1CN(C(=O)Cn2ncc(Cl)c(Cl)c2=O)c2ccccc2N1
64	-0.8	Cc1nc(-c2ccccc2)cn(O)c1=O
65	1.4	COc1ccc([C@@H]2C[C@@H](c3ccccc3)Oc3cc(OC)c(OC)c(OC)c32)cc1
66	-53.2*	O=C1c2ccccc2C(=O)N1/N=C/c1ccc(O)c(O)c1O
67	-0.3	COC(=O)C1=CN(Cc2ccc(OC)c(OC)c2)C=C(C(=O)OC)C1c1cccs1
68	-1.9	COc1ccccc1NS(=O)(=O)c1ccc(NC(=O)c2nc3ncccn3n2)cc1
69	-0.8	CCN1CCN(C(=O)N(CC(=O)Nc2ccc(C(N)=O)cc2)S(=O)(=O)c2ccc(C)cc2)CC1
70	-2.7	COc1cc(/C=C2\SC(=O)N(c3ccccc3Cl)C2=O)cc([N+](=O)[O-])c1O
71	-2.3	O=C(CNS(=O)(=O)c1ccc(Br)cc1)Nc1ccc2c(c1)OCCO2
72	-1.0	Cc1cc(C)c2c(c1)c1nnc(SCCN3CCCCC3)nc1n2C
73	-1.8	Cc1ccc(S(=O)(=O)N2C(=S)SCC2(C)C)cc1
74	0.2	CCOC(=O)c1[nH]c2ccc(OC)cc2c1NC(=O)C(C)N1CCSCC1 (stereo not drawn)
75	0.1	Brc1ccc(COn2ccnc2)cc1

(listing goes on)
No.	MEX-5 binding	mol
76	-1.8	CC12CN3CC(C)(CN(C1)C3c1ccc3c(c1)OCO3)C2=O (stereo not drawn)
77	5.5	COc1ccc(-n2c(O)c(/C=C3\C=Nc4ccccc43)c(=O)[nH]c2=O)cc1
78	0.8	COc1ccc2c(c1)c(C(O)CN1CCC3(CC1)OCCO3)c(C)n2C (stereo not drawn)
79	-0.7	N#C/C(=C\Nc1ccc2cn[nH]c2c1)c1nc(-c2ccccc2)cs1
80	-0.3	COc1cc(C2C(C(=O)c3ccc(C)o3)=C(O)C(=O)N2CCN2CCOCC2)ccc1OCCC(C)C (stereo not drawn)
81	-0.6	NC(=S)n1[nH]c(-c2ccc([N+](=O)[O-])cc2)c(N=Nc2cccc([N+](=O)[O-])c2)c1=O
82	3.1	Cc1ccc(OCc2cc(C(=O)N(C)CCc3nc4ccccc4[nH]3)no2)cc1C
83	-1.0	COc1cc2c(cc1OC)/C(=C/C(=O)c1ccc([N+](=O)[O-])c(C)c1)NCC2
84	0.4	CCCCCn1cnc2c(=S)nc(N)[nH]c21
85	-1.5	CCN1/C(=C\C=C2\C(=O)N(c3ccccc3)C(=S)N2C)Sc2ccccc21
86	-4.7	Cc1ccc(N/C(C(Cl)=C(Cl)Cl)=C(/Cl)[N+](=O)[O-])c(C)c1
87	-66.1*	O=C(O)CSc1cc(NS(=O)(=O)c2cccc([N+](=O)[O-])c2)c2ccccc2c1O
88	-0.6	C=C(C)CNC(=S)N/N=C(\C)c1cccc(NC(C)=O)c1
89	3.3	O=C(NCCc1ccccc1F)C1CC(O)CN1C(=O)Nc1ccccc1 (stereo not drawn)
90	-0.1	Cc1cc(OCC(=O)NNC(=O)c2cnccn2)cc(C)c1Cl
91	-2.0	Cc1ccc(-c2nnn3c2nc(Cl)c2ccccc23)cc1
92	0.1	COc1ccc(N(CC(=O)NCCC(C)C)C(=O)c2snc(C(=O)NC3CCCCC3)c2N)c(OC)c1
93	1.1	CCCOC1CCCN(C(=O)c2cc(COc3cncc(Cl)c3)on2)C1 (stereo not drawn)
94	-1.0	Cc1ccc(-c2cn3cccc(C)c3n2)cc1
95	0.7	CCCC(=O)n1nc(-c2cccnc2)nc1NCc1cccs1
96	0.9	CCN(CC(=O)Nc1ccc(NC(C)=O)cc1)C(=O)Cc1ccc(Cl)c(Cl)c1
97	-1.3	CCSc1nnc(NC(=O)CSc2nnc(Cc3cccn3C)n2-c2ccc(F)cc2)s1
98	0.9	COc1cccc(CN2CCC(C(=O)Nc3ccc(Oc4cccnc4)cc3)CC2)c1
99	2.4	O=C(COC(=O)c1ccc(O)cc1)NCCCc1ccccc1
100	-0.7	COc1ccc(-c2nnc(SCC(=O)c3ccc(C)o3)o2)cc1

Part of the list above, bar-delimited.
nr | mol | MEX-5 binding
80 | COc1cc(C2C(C(=O)c3ccc(C)o3)=C(O)C(=O)N2CCN2CCOCC2)ccc1OCCC(C)C (stereo not drawn) | -0.3
48 | NS(=O)(=O)c1ccc(CCNC(=O)c2cc(-c3cccs3)nc3ccccc23)cc1 | -1.1

The results go on.
No.	MEX-5 binding	mol
101	45.0	CC1=Nc2ccccc2/C1=C/c1sc(=S)n(-c2cccc(C(=O)O)c2)c1O
102	0.9	Cc1ccc(O)c(-c2cc(-c3ccccc3C)[nH]n2)c1
103	1.4	CCCC(=O)Nc1cccc(NC(=O)CN2CCN(c3ccccc3OC)CC2)c1
104	-1.0	CC1Cc2ccccc2N1C(=O)CSc1nnc(Cc2ccccc2)n1CCc1ccccc1 (stereo not drawn)
